FXIIa single: inhibitors of human coagulation factor XIIa | P00748 | purified human FXIIa, AMC substrate fluorescence, 2 h | inhibition, % at 10 µM | hit rate 0.2% among 33,000; in the data active = inhibition above about 30%;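 note: 0% = enzyme with vehicle only and 100% = no enzyme blank; many of its hits are not listed in these tables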
Target sequence (P00748 20-372 limits assumed): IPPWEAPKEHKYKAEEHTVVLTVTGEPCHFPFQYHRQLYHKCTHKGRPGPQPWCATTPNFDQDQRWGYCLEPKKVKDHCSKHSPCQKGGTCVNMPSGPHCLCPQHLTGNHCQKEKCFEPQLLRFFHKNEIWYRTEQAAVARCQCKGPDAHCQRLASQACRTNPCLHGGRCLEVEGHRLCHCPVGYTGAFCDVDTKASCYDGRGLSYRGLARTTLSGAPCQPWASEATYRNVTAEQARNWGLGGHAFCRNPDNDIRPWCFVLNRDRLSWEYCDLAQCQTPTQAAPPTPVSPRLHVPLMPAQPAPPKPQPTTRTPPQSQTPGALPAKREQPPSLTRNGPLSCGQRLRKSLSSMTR
Target sequence (P00748 373-615 limits assumed): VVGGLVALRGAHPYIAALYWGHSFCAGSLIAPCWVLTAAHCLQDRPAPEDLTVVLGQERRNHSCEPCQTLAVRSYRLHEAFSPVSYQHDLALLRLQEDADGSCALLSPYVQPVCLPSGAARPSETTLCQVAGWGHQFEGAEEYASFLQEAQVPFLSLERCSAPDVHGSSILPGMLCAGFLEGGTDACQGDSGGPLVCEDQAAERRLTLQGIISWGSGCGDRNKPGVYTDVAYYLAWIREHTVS
FXIa inh: inhibitors of human coagulation factor XIa. purified human FXIa, fluorogenic AMC substrate cleavage. inhibition, % at 10 µM. hit rate 0.3% among 33,000;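 active = inhibition above 40% in the primary screen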;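 note: 0% = enzyme without compound and 100% = blank wells lacking enzyme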
* hit, by the source's call.

[1] COc1ccccc1Oc1nnnn1-c1ccc(C(N)=O)cc1
[2] Cc1cc(C)nc(NC(=O)COc2cc(Cl)cc(Cl)c2)n1
[3] Cc1ccc(C2=NC(C)(C)NC2=O)cc1
[4] COc1ccc(Cl)cc1NS(=O)(=O)c1cc(Cl)ccc1OC
[5] CC(C)N(Cc1nc(-c2ccccc2)no1)C(=O)c1ccc(Br)o1
[6] Cc1cccc(-c2onc3ccc(C4(C)OCCO4)cc23)c1
[7] COC(=O)CCSc1cc([N+](=O)[O-])cc2c1c(C1OCCS1)nn2-c1ccccc1 (stereo unspecified)
[8] COc1ccc(CNC2CCCCC2)cc1
[9] COC(=O)C1CCN(C(=O)CCC2CCCCC2)CC1
[10] Cc1nc(NCc2ccccc2)[nH]c(=O)c1CCC(C)C
assay / compound,1,2,3,4,5,6,7,8,9,10
FXIIa single,6,0,1,7,8,6,4,6,4,-4
FXIa inh,9,-2,-1,5,7,9,3,-13,9,-3

[11] Cc1nc(N2CCOCC2)c(C#N)c(C)c1Br
[12] Nc1cc2ccccc2oc1=O
[13] CCn1c(C)nc2cc(C(=O)NNS(=O)(=O)c3c(C)c(C)cc(C)c3C)ccc21
[14] CCc1nc(N)nc2c1C(=O)CC(C)(C)C2
[15] O=C(c1cc2ccccc2oc1=O)N(Cc1ccc2c(c1)OCO2)Cc1ccco1
[16] N#Cc1ccc(Oc2ccc(C(N)=O)cc2)cc1C#N
[17] Cc1ccc2cc3cc(C(=O)N4CCN(Cc5ccccc5)CC4)sc3nc2c1
[18] CCOC(=O)c1c(N)sc2c1CCC1C(=O)N(C3CCCCC3)C(=O)C21 (stereo unspecified)
[19] Cc1cccc(NC(=S)NC(=O)/C=C/c2ccco2)n1
[20] O=C(NCc1cccs1)c1cnn2cccnc12
assay / compound,11,12,13,14,15,16,17,18,19,20
FXIIa single,1,-9,-6,3,3,3,7,2,-2,7
FXIa inh,-4,20,-9,2,-5,5,-2,3,19,2

[21] O=C(Nc1nccs1)C1C2/C=C\CCCCC21 (stereo unspecified)
[22] CCCc1nc2c(=O)n(C)c(=O)[nH]c2n1CCC
[23] O=C(Oc1c(Cl)cc(Cl)c2ccccc12)N1CCCC1
[24] OCC1(CO)COC2(CCCC2)N1
[25] OC1(c2cccc(C(F)(F)F)c2)CCN(Cc2nnnn2CCc2ccccc2)CC1
[26] CS(=O)(=O)N(CC(=O)N1CCCCC1)C1CCCCC1
[27] COc1ccc(C2NC(=O)C(C)S2)cc1 (stereo unspecified)
[28] Cc1cc(-n2c(C)cc(C(=O)CSc3nc4ccccc4c(=O)n3Cc3ccco3)c2C)no1
[29] O=C(Nc1cc(S(=O)(=O)N2CCOCC2)ccc1O)c1ccco1
[30] CC(=O)OC(C)(C)C#CCN1CCCC1
assay / compound,21,22,23,24,25,26,27,28,29,30
FXIIa single,4,8,8,-12,4,3,-14,6,3,8
FXIa inh,7,-4,-1,1,1,6,13,-5,0,5

[31] COc1ccc(C(=O)Nc2nc(C)c(C)s2)cc1OC
[32] O=C(c1ccc(COc2c(F)c(F)c(F)c(F)c2F)o1)N1CCN(Cc2ccc3c(c2)OCO3)CC1
[33] CCn1c(COc2ccc(C)cc2)nnc1SCc1nc2ccccc2[nH]1
[34] Cc1cc(=O)n(C(NC(=O)c2ccccc2)C(=O)c2ccccc2)cn1 (stereo unspecified)
[35] O=C(CSc1nnnn1C1CC2CCC1C2)Nc1ccnc2ccccc12 (stereo unspecified)
[36] COc1ccc(Cn2nnnc2C(c2cc3cc(C)cc(C)c3[nH]c2=O)N2CCOCC2)cc1 (stereo unspecified)
[37] Cc1ccc(NC(=O)CSc2nnc(-c3ccncc3)n2N)cc1C
[38] CCNC(=O)c1sc(=S)n(-c2ccc(C)cc2)c1N
[39] CCOC(=O)c1[nH]cc(-c2ccccc2)c1N1CCOCC1
[40] O=C(CSc1ccccc1)N1CCN(c2ccccc2)CC1
assay / compound,31,32,33,34,35,36,37,38,39,40
FXIIa single,6,1,-15,11,5,10,7,7,4,5
FXIa inh,-9,-1,18,2,-4,1,1,25,2,-2

[41] O=C(CSc1nnnn1C1CCCCC1)Nc1nc2c(s1)CCCC2
[42] CCOC(=O)C1CCCN(C(=O)c2ccccc2SCCOC)C1 (stereo unspecified)
[43] CN1Cc2cc(C(=O)c3ccccc3O)cnc2NC1=O
[44] N#CCOc1nc(N2CCCC2)nc(N2CCCC2)n1
[45] CCCc1nnc(SCC(=O)N2CCCCC2)n1CCCOC
[46] COc1ccc(-n2nc3c(c2NC(=O)C24CC5CC(CC(C5)C2)C4)CS(=O)C3)cc1 (stereo unspecified)
[47] CC(C)OC(=O)c1c(N)n(CCCN2CCOCC2)c2nc3ccccc3nc12
[48] CN(C=O)CP(=O)(O)CN1CCCCC1
[49] Oc1oc(-c2ccccc2)nc1C=Nc1cccc2ccccc12
[50] Cc1cccc(NC(=O)c2c(F)c(F)c(F)c(F)c2F)c1
assay / compound,41,42,43,44,45,46,47,48,49,50
FXIIa single,-12,1,1,8,3,-23,-31,8,9,-11
FXIa inh,-2,-4,5,-7,11,-12,12,-14,7,21

[51] COc1ccc(NC(=O)CSc2nc(C)cs2)cc1OC
[52] O=c1oc2cc(Cl)ccc2n1CSc1nc2ccccc2s1
[53] Fc1ccc(C(c2nnnn2Cc2cccs2)N2CCN(c3ccccc3)CC2)cc1 (stereo unspecified)
[54] CC(C)CNS(=O)(=O)c1ccc2c(c1)OCCO2
[55] CCCOc1nc2c(c(=O)n(C)c(=O)n2C)n1CCC
[56] O=S(=O)(c1cc(Cl)ccc1Cl)N1CCCC1
[57] COC(=O)c1cc(Br)c(=O)n(CCc2ccc(O)cc2)c1
[58] c1ccc(CN2c3ccccc3-c3nc4ccccc4n3C2c2ccccn2)cc1 (stereo unspecified)
[59] Cc1ccc(N=N/C(=C\O)C(=O)c2ccncc2)cc1
[60] O=C1Cn2c(nc3ccccc32)N1c1cccc(C(F)(F)F)c1
assay / compound,51,52,53,54,55,56,57,58,59,60
FXIIa single,11,-2,4,6,6,4,9,-17,9,15
FXIa inh,-7,-3,2,10,-5,11,5,-1,-1,-2

[61] O=C(c1ccc(Cl)cc1)N1CCN(c2ccc(F)cc2)CC1
[62] O=C(CNC(=O)c1cccs1)OCC(=O)c1cccs1
[63] Cc1ccc(C(=O)N2CCN(C3c4cccc5cccc(c45)C3NS(=O)(=O)c3ccccc3)CC2)cc1 (stereo unspecified)
[64] Cc1cc(C)c2c(C)nn(-c3ccccc3)c2n1
[65] O=C(Nc1ccc(CN2CCOCC2)cc1)c1cccs1
[66] Cc1nc2ccc(NC(=O)c3cc(S(=O)(=O)N4CCOCC4)ccc3C)cc2s1
[67] COC(=O)c1ccccc1NC(=O)Cc1ccccc1OC
[68] O=C(NCCOc1ccccc1)c1ccccc1
[69] CCCCC1OC23CCCCC2C(C#N)(C(=N)O3)C1(C#N)C#N (stereo unspecified)
[70] CCC(=O)c1ccc(CCCCCC(=O)O)s1
assay / compound,61,62,63,64,65,66,67,68,69,70
FXIIa single,22,4,9,-13,5,10,1,-1,-15,3
FXIa inh,-1,-8,1,2,3,5,-3,-6,-12,-2

[71] O=c1[nH]c2cccnc2n1Cc1ccccc1
[72] Brc1ccc(C2=CC(c3ccco3)n3ncnc3N2)cc1 (stereo unspecified)
[73] COc1ccc(S(=O)(=O)CCC(=O)NC2CCCCC2)cc1
[74] Cc1cc(NC(=O)c2cc3n(n2)C(C(F)(F)F)CC(c2ccco2)N3)n(-c2ccccc2)n1 (stereo unspecified)
[75] O=C(Nc1ccccn1)c1ccco1
[76] COc1ccc2c(c1)CCCC21NC(=O)N(CC(N)=O)C1=O (stereo unspecified)
[77] CCOc1ccc(N(C(=O)Nc2ccccc2)C2=NCCC2)cc1
[78] Cc1ccc(OCC(=O)c2cc(C)c(C)cc2C)c([N+](=O)[O-])n1
[79] Cc1nc2c(C)cccn2c1C(=O)c1ccccc1
[80] N#CCC(=O)Nc1ccccc1C(=O)O
assay / compound,71,72,73,74,75,76,77,78,79,80
FXIIa single,7,5,3,7,7,8,-3,3,2,5
FXIa inh,-4,12,-2,3,-4,-3,-5,-6,5,3

[81] Cc1cccc(N2CCN(c3cc(C)nc4nnnn34)CC2C)c1 (stereo unspecified)
[82] COc1ccc(OC)c2sc(NC(=O)c3ccc(S(=O)(=O)N4CCOCC4)cc3)nc12
[83] CCN(CC)C(=O)C(=O)Nc1cc(C(F)(F)F)ccc1Cl
[84] O=S(=O)(N[C@@H]1C[C@H]2CC[C@@H]1C2)c1cccs1
[85] CCCCOc1ccccc1C1NC(=O)NC(C)=C1C(=O)OCCOCC (stereo unspecified)
[86] CCC(C(=O)Nc1nc(C)cs1)c1ccccc1 (stereo unspecified)
[87] CCOc1ccc(Br)cc1-c1noc(-c2cccs2)n1
[88] N/C(=N\OC(=O)Cc1ccc(Cl)cc1)c1ccccn1
[89] CCOc1ccc(C2NC(=O)C(C#N)=C(S)N2c2ccc(C)cc2)cc1OC (stereo unspecified)
[90] Cc1ccc(/C=C/C2=NN(Cc3ccccc3Cl)C(=O)CC2)cc1
assay / compound,81,82,83,84,85,86,87,88,89,90
FXIIa single,2,-15,-2,-11,6,-10,-14,-1,-13,-18
FXIa inh,-3,-13,-4,-2,-1,3,4,-7,14,23

[91] O=c1[nH]c(-c2ccc(Cl)cc2)nc2c1cnn2-c1ccccc1
[92] O=C/C(=C\Nc1ccc(Cl)cn1)c1nc2cc(Cl)ccc2o1
[93] CCOc1ccc(S(=O)(=O)N2CCCCCC2)cc1
[94] COC(=O)C1=C(C)NC(=O)/C1=C\c1cccs1
[95] CCN1CCN(C(=O)c2cc3cc4ccc(OC)cc4nc3s2)CC1
[96] CCCCCn1c(CCC(=O)Oc2ccccc2OC)nc2c1c(=O)[nH]c(=O)n2CCCC
[97] CCOc1ccccc1CN1C(=O)NC(C)(c2ccccc2)C1=O (stereo unspecified)
[98] Cc1nn(-c2ccccn2)c2nc(-c3cccs3)cc(C(=O)NCc3ccco3)c12
[99] Cc1c(-n2cc(C(=O)c3cc(Cl)ccc3O)cc(C#N)c2=O)c(=O)n(-c2ccccc2)n1C
[100] Cc1nnc(NC(=O)C2C3C=CC(O3)C2C(=O)O)s1 (stereo unspecified)
assay / compound,91,92,93,94,95,96,97,98,99,100
FXIIa single,4,5,4,6,-10,4,-18,-3,3,4
FXIa inh,0,3,1,-3,-9,14,4,-12,1,4

[101] CCC(=O)NC(Nc1cc(C)ccn1)(C(F)(F)F)C(F)(F)F
[102] O=C(CCCN1C(=O)c2ccccc2C1=O)Nc1ccc(Br)cn1
[103] Fc1ccc(-n2[nH]nnc2=S)cc1N1CCCC1
[104] C=CCn1c(SCC(=O)Nc2c(C)n(C)n(-c3ccccc3)c2=O)nc2scc(-c3ccccc3)c2c1=O
[105] N#CC1=C(N)Oc2n[nH]c(-c3ccccc3)c2C1c1ccsc1 (stereo unspecified)
[106] c1coc(CNCC2OCCc3ccccc32)c1 (stereo unspecified)
[107] COc1ccc(NC(C)=O)cc1NC(C)C(=O)Nc1ccc(F)c(F)c1F (stereo unspecified)
[108] Cc1ccc(Cl)cc1N1CCN(CC(=O)Nc2ccc3[nH]c(=O)[nH]c3c2)CC1
assay / compound,101,102,103,104,105,106,107,108
FXIIa single,6,13,5,-9,4,6,11,5
FXIa inh,-2,-5,-3,21,-2,-5,2,9

Twelve compounds from above, arranged by number of heavy atoms, falling:
[104] C=CCn1c(SCC(=O)Nc2c(C)n(C)n(-c3ccccc3)c2=O)nc2scc(-c3ccccc3)c2c1=O
[99] Cc1c(-n2cc(C(=O)c3cc(Cl)ccc3O)cc(C#N)c2=O)c(=O)n(-c2ccccc2)n1C
[98] Cc1nn(-c2ccccn2)c2nc(-c3cccs3)cc(C(=O)NCc3ccco3)c12
[108] Cc1ccc(Cl)cc1N1CCN(CC(=O)Nc2ccc3[nH]c(=O)[nH]c3c2)CC1
[107] COc1ccc(NC(C)=O)cc1NC(C)C(=O)Nc1ccc(F)c(F)c1F (stereo unspecified)
[95] CCN1CCN(C(=O)c2cc3cc4ccc(OC)cc4nc3s2)CC1
[97] CCOc1ccccc1CN1C(=O)NC(C)(c2ccccc2)C1=O (stereo unspecified)
[105] N#CC1=C(N)Oc2n[nH]c(-c3ccccc3)c2C1c1ccsc1 (stereo unspecified)
[101] CCC(=O)NC(Nc1cc(C)ccn1)(C(F)(F)F)C(F)(F)F
[100] Cc1nnc(NC(=O)C2C3C=CC(O3)C2C(=O)O)s1 (stereo unspecified)
[103] Fc1ccc(-n2[nH]nnc2=S)cc1N1CCCC1
[94] COC(=O)C1=C(C)NC(=O)/C1=C\c1cccs1
assay / compound,104,99,98,108,107,95,97,105,101,100,103,94
FXIIa single,-9,3,-3,5,11,-10,-18,4,6,4,5,6
FXIa inh,21,1,-12,9,2,-9,4,-2,-2,4,-3,-3

Compound activity deposited in PubChem by PCMD.

This is a subset; the hit share may differ from the screen's.
